KCNQ2 block = KCNQ2 potassium channel inhibitors, primary screen, cell-based, CHO-K1, FluxOR thallium flux, B-score (AID 2156). Potassium voltage-gated channel subfamily KQT member 2 (Rattus norvegicus), O88943. 20 min; hits give low values. B-score at 10 µM. 310,000 tested, 1.1% active;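 active = fluorescence ratio B-score at most minus 3 library SDs, with starting brightness B-score within 2 library SDs, cut at about -5.5 in these data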
Kir21 inh = inhibitors of mouse Kir2.1 inward-rectifier potassium channel; Inward rectifier potassium channel 2 (Mus musculus), P35561; HEK293-Kir2.1, FluxOR thallium flux fluorescence; hits give low values; B-score at 10 µM; 310,000 tested, 0.85% active; AID 1672, 2009;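 active = fluorescence ratio B-score at or below minus 3 SD of library scores, with starting-brightness B-score within 2 SD, cut at about -4.2 in these data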;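 note: channel flux triggered by added potassium and thallium sulfate stimulus; B-score of peak minus minimum fluorescence over baseline after thallium stimulus; more negative B-score means stronger Kir2.1 block with less thallium influx; some compounds called inactive have numbers as strong as hits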
Target sequence (P35561 whole entry, looked up): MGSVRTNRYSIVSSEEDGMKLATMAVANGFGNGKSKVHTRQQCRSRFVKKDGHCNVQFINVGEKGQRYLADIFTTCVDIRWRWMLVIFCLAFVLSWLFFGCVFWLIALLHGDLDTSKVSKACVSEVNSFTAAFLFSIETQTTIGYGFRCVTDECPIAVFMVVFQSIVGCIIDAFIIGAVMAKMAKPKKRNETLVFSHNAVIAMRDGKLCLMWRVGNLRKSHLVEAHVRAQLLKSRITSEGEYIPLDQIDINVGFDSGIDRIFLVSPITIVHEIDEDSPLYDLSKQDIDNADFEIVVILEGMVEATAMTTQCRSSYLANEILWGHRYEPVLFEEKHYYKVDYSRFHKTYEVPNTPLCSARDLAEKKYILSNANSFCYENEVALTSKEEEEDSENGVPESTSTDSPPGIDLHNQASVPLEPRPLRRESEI
Starred values were filed as active, the others as inactive; i = inactive.

SMILES	KCNQ2 block	Kir21 inh
CCOc1ccc2oc(=O)cc(C)c2c1	i	-0.6
COc1cc(NC2c3ccccc3C(=O)N2Cc2ccc3c(c2)OCO3)cc(OC)c1 (stereo unspecified)	i	-2.21
CC(=O)Nc1sc(NC(=O)c2ccc(C)cc2)nc1-c1cccs1	i	1.24
Cc1nc2cc(C(F)(F)F)ccc2n1CCNc1nc(-c2ccc(F)cc2)cs1	i	0.11
O=C(NCCC1CCCCN1S(=O)(=O)c1ccccc1)C(=O)NCCN1CCOCC1 (stereo unspecified)	i	0.71
CCSC1=C(C#N)C(c2cccc(OC)c2)CC(=O)N1 (stereo unspecified)	i	-1.19
Cc1ccc2c(c1)c1c(n2C)C(=O)CCC1	i	1.23
COCCNC(=S)NC12CC3CC(CC(C3)C1)C2	i	1.55
COc1ccccc1OCCSc1nc2ccccc2n1CCC(=O)O	i	1.73
CN(C)S(=O)(=O)c1ccc(NC(=O)c2cccnc2)cc1	i	-1.37
CCOC(=O)c1ccccc1NC(=O)Cc1c(C(=O)O)n(C)c2ccccc12	i	-0.12
CCOC(=O)CC1C(=O)NCCN1S(=O)(=O)c1cccc(C(F)(F)F)c1 (stereo unspecified)	i	-1.82
CCOC(=O)c1cc2oc(C)cc2n1CC(=O)OC1CCCCC1	i	0.46
CSc1cccc(-n2c(C)cc(C(N)=O)c2C)c1	i	-0.86
COc1ccccc1/C=N/OCc1cc(C(C)=O)ccc1OC	i	0.39
Nc1ccc(/C=C/c2ccc3ncccc3c2)cc1	i	-0.73
Cc1ccc(/C=C2\SC(=S)N(CCC(=O)NCCCN3CCOCC3)C2=O)cc1	i	-0.46
COc1ccccc1CCN=C(N)NS(=O)(=O)c1cc(F)ccc1F	i	-3.69
CCC(=O)NCCc1nc2ccccc2n1Cc1ccccc1	i	-0.92
CCOc1ccc(CCNC(=O)C2CCN(c3nn4c(=O)cc(C)nc4s3)CC2)cc1OCC	i	-0.2

Arranged by formula weight (rising): some entries from above
SMILES	KCNQ2 block	Kir21 inh
Nc1ccc(/C=C/c2ccc3ncccc3c2)cc1	i	-0.73
COc1ccccc1/C=N/OCc1cc(C(C)=O)ccc1OC	i	0.39
CCOC(=O)c1cc2oc(C)cc2n1CC(=O)OC1CCCCC1	i	0.46
CCOC(=O)c1ccccc1NC(=O)Cc1c(C(=O)O)n(C)c2ccccc12	i	-0.12
CCOc1ccc(CCNC(=O)C2CCN(c3nn4c(=O)cc(C)nc4s3)CC2)cc1OCC	i	-0.2

New compounds follow.
SMILES	KCNQ2 block	Kir21 inh
CCCS(=O)(=O)c1c(S(=O)(=O)CCC)c2cnccn2c1C(=O)c1ccc(F)cc1	i	1.7
CC1CCN(S(=O)(=O)N2CCC(C(=O)NCc3cccs3)CC2)CC1	i	0.94
CCOc1ccc(-n2c(SCC(N)=O)nnc2-c2cccnc2)cc1	i	-0.37
CC(=O)c1cccc(NC(=O)C2CCCN2S(=O)(=O)c2cccc3cccnc23)c1 (stereo unspecified)	i	-0.11
CCn1c(=O)c(C(=O)CN2CCN(S(=O)(=O)c3ccc(C)cc3C)CC2)c(N)n(Cc2ccccc2)c1=O	i	-0.39
O=C(NNc1cccc(Cl)n1)Nc1ccc(F)cc1	i	-1.33
C#CCOc1ccc(/C=N/NC(=O)c2cccnc2)cc1OCC	i	0.56
COc1ccc(C(=O)Nc2ccc(S(=O)(=O)NC(C)=O)cc2)cc1[N+](=O)[O-]	i	-1.72
O=C1CC(c2ccccc2)Cc2nc3ncnn3cc21 (stereo unspecified)	i	2.08
O=C(CCS(=O)(=O)c1ccc(Br)cc1)N1CCCCCC1	i	-0.09
O=C(COC(=O)[C@H](Cc1ccccc1)NS(=O)(=O)c1ccccc1F)NC1CCCCC1	i	-1.05
CC(=O)Oc1ccc(/C=C2/C(=O)N(c3ccccc3)N=C2C)cc1	i	1.46
O=[N+]([O-])CC1(n2nc3ccccc3n2)CCCCC1	i	0.07
NC(=S)Nc1cccc2[nH]ncc12	i	-0.06
CCOC(=O)c1ccc(NC(=O)c2n[nH]c(=O)c3ccccc23)cc1	i	-0.99
Cn1cc(C(=O)c2cccc(Cl)c2)cc1C#N	i	-0.72
COc1ccccc1C1c2ccc3ccccc3c2Oc2ncn(CCCO)c(=N)c21 (stereo unspecified)	i	-2.5
O=C(NCCCN1CCCC1=O)c1ccc(NS(=O)(=O)c2ccccc2)cc1	i	-1.24
Cc1cc(=O)cc(C)n1-c1ccc(Cl)cc1	i	-0.74
O=C(CN1C(=O)COc2ccccc21)Nc1ccc2c(c1)OCCO2	i	-0.44
C#CCNC(=O)c1cccn1-c1ncc(C(F)(F)F)cc1Cl	i	0.02
CC1CN(c2c3c(nc4ncnn24)CCCC3)CC(C)O1 (stereo unspecified)	i	-0.3
Cc1noc(-c2ccc(C(F)(F)F)cc2)c1NC(=O)Nc1ccc(Cl)cc1	i	-0.91
CCOC(=O)c1[nH]cnc1C(=O)Nc1ccc([N+](=O)[O-])cc1	i	-0.1
CCCCc1ccc(NC(=S)N2CCN(c3ncccn3)CC2)cc1	i	-0.96
CCC(=O)Nc1nnc(S(=O)(=O)N(CC)c2cc(C)cc(C)c2)s1	i	-2.19
CCOC(=O)N1CCN(C(=O)C(=O)NN)CC1	i	-0.33
Nn1c(Cc2cccc3ccccc23)nnc1SCC(=O)NCC1CCCO1 (stereo unspecified)	i	-0.49
Cc1nnc2ccc(-c3cccc(NS(=O)(=O)c4cc(F)ccc4F)c3)nn12	i	-1.23
CN(C)CCn1c2c(c(SCC(=O)Nc3cccc(C(F)(F)F)c3)nc1=O)CCCC2	i	-0.01
COc1ccc(C)cc1NC(=O)c1nn(C)cc1Br	i	0.83
CC(=O)c1ccc(N2C(=O)[C@@H]3[C@H](C2=O)[C@H]2c4ccccc4C=NN2[C@@H]3C(C)=O)cc1	i	-0.05
CCN(CC)C(=O)Oc1ccc2cc(Br)ccc2c1	i	0.01
Cc1cc2occ(CC(=O)NC3(C)CCS(=O)(=O)C3)c2cc1C (stereo unspecified)	i	0
O=C(N/N=C/c1ccc2c(c1)OCO2)c1cc(-c2ccc(F)cc2)nc2ccccc12	i	-0.06
NC(=O)NC(CC(=O)NCCc1ccc(S(N)(=O)=O)cc1)c1ccccc1Cl (stereo unspecified)	i	0.77
CN(C)N=Nc1nc2c(c(=O)n(C)c(=O)n2C)n1CC1CO1 (stereo unspecified)	i	1.05
CN(C)c1nc(N)c([N+](=O)[O-])c(NCCO)n1	i	-0.17
COc1ccc(C2C(C(=O)c3ccc(C)o3)=C(O)C(=O)N2Cc2ccco2)cc1OC (stereo unspecified)	i	2.13
CC(C)(C)N1OC2CC1c1nc3ccccc3n1C2 (stereo unspecified)	i	-0.02
CCCCC1(C)Nc2ccccc2-c2nc3ccccc3n21 (stereo unspecified)	i	-3.39
O=C(Nc1nc(-c2ccc(-c3ccccc3)cc2)cs1)c1cnccn1	i	-0.32
CC(=O)N1CCC(N(CCCOC(C)C)C(=O)Nc2ccc(Cl)cc2)CC1	i	-0.94
COc1cccc(N/C(N)=N/c2nc(C(F)(F)F)cc(=O)[nH]2)c1	i	1.38
Fc1ccccc1NC(=S)N1CCN(Cc2ccc3c(c2)OCO3)CC1	i	0.35
CCn1c(SCC(=O)Nc2cccc(NC(C)=O)c2)nc2c([nH]c3ccccc32)c1=O	i	-0.24
CCNc1nc(C(=O)O)nc(N2CCOCC2)n1	i	1.95
O=C(c1ccc(S(=O)(=O)NCc2ccco2)cc1)N1CCCC1	i	0.85
Cc1ccc(C)c(OCC(=O)N2CCN(C(=O)c3ccco3)CC2)c1	i	-0.22
CCN1CCS/C1=C\C=C\C1=[N+](CC)CCS1	i	-3.8

Brought forward from above: six entries; new compounds follow.
SMILES	KCNQ2 block	Kir21 inh
Fc1ccccc1NC(=S)N1CCN(Cc2ccc3c(c2)OCO3)CC1	i	0.35
CCn1c(SCC(=O)Nc2cccc(NC(C)=O)c2)nc2c([nH]c3ccccc32)c1=O	i	-0.24
CCNc1nc(C(=O)O)nc(N2CCOCC2)n1	i	1.95
O=C(c1ccc(S(=O)(=O)NCc2ccco2)cc1)N1CCCC1	i	0.85
Cc1ccc(C)c(OCC(=O)N2CCN(C(=O)c3ccco3)CC2)c1	i	-0.22
CCN1CCS/C1=C\C=C\C1=[N+](CC)CCS1	i	-3.8
COc1ccc(NC(=O)CCN2C(=O)c3ccccc3C2=O)c(OC)c1	i	0.75
CC1CCCN(C(=O)COC(=O)c2n[nH]c3ccccc23)C1 (stereo unspecified)	i	0.08
COc1ccc(Cl)cc1NC(=O)CCCNC(=O)c1ccc(Cl)cc1	i	3.36
OCCC1CN(Cc2cccc3c2OCO3)CCN1Cc1ccccc1 (stereo unspecified)	i	-1.42
Cc1ccc(C(=O)NC(=S)Nc2ccc(NC(=O)c3cccs3)cc2)cc1[N+](=O)[O-]	i	-1.24
Nc1nnnn1/N=C/c1ccccc1C(F)(F)F	i	-0.2
O=C(Nc1ccc2c(c1)OCCO2)c1cccnc1Oc1ccc(Cl)cc1	i	-0.39
CC1CCCC(C)N1C(=O)Cn1c(SCC(=O)NCc2ccc3c(c2)OCO3)nc2ccccc21 (stereo unspecified)	i	0.11
Cc1cc(NC(=O)CSc2nc3c(C)cccc3cc2C)no1	i	1.35
CCCC(=O)Nc1cc(Cl)ccc1C	i	-1.95
COc1ccc(-n2nnnc2-c2cccnc2)cc1	i	-1.86
CCc1ccc(NC(=O)Cn2nnc(C(=O)NCc3ccco3)c2N)cc1	i	0.08
CCOC(=O)c1ccc(NC(=S)N2CCN(c3ccccn3)CC2)cc1	i	-1.4
Cc1ccc(Cn2c(CCC(=O)O)nc3ncccc3c2=O)cc1	i	-0.04
CNc1nc(Sc2cccc(C(F)(F)F)c2)cc(C(F)(F)F)n1	i	0.59
O=C(Oc1c(Br)cc(Br)c2cccnc12)N1CCCCC1	i	1.7
Cc1nnc(NC(=O)CSCc2ccccc2)s1	i	0.13
O=C(CCCCCN1C(=O)c2ccccc2C1=O)Oc1ccc2c3c(c(=O)oc2c1)CCC3	i	-0.29
CCc1ccc2c(CN3CCC(C(=O)OC)CC3)cc(=O)oc2c1	i	-0.07
CCCN(Cc1cc(=O)[nH]c2ccccc12)C(=O)CC	i	0.29
O=C(Nc1nc2c(Cl)ccc(Cl)c2s1)c1ccco1	i	0.08
COc1cc(NC(=S)N2CCN(C(c3ccccc3)c3ccccc3)CC2)cc(OC)c1	i	-1.08
O=C(OCCN(C1=NS(=O)(=O)c2ccccc21)c1ccc(Cl)cc1)c1ccco1	i	0.32
COc1ccc(C(=O)NNC(=O)CN2CCC(n3nnc4cc(F)ccc43)CC2)cc1	i	-1.7
Cc1cccc(-c2nc(CN3CCCC(C(=O)NC4CCCC4)C3)c(C)o2)c1 (stereo unspecified)	i	-0.4
CCCCOC(=O)CCc1c(C)[nH]c(=S)[nH]c1=O	i	0.13
Cc1ccccc1NS(=O)(=O)c1ccc(C(=O)N2CCN(S(=O)(=O)c3ccccc3)CC2)cc1	i	0.4
FC(F)(F)c1cc(-c2ccccc2)nc(NCc2cccs2)n1	i	-0.58
CC(=O)c1cccc(Nc2cc(C)nc3ccccc23)c1	i	0.29
C=CCN=c1sc(C(=O)OC)cc(=O)n1CC=C	i	-1.82e-17
CCC1SC2=NC(C)=C(C(=O)OC)C(c3ccc(C(=O)OC)cc3)N2C1=O (stereo unspecified)	i	-1.44
CCC(=O)N/N=C(\C)CC(=O)Nc1ccc2c(c1)OCCO2	i	-1.52
Cc1nc(N2CCC(C)CC2)c2c(C)c(C(=O)O)sc2n1	i	-0.15
NC(=O)C1CCN(C(=O)CC2C(=O)NCCN2Cc2cccc(Oc3ccccc3)c2)CC1 (stereo unspecified)	i	0.6
COc1ccc(OC)c(S(=O)(=O)Nc2cc(C(=O)O)ccc2N2CC3CC(C2)c2cccc(=O)n2C3)c1 (stereo unspecified)	i	-0.01
CCn1nc(C)c(CNC(=O)c2cc(COc3ccc(F)cc3Cl)on2)c1C	i	-0.67
COc1ccc(/C(C)=N\NS(=O)(=O)c2ccccc2)cc1OC	i	0.08
CCOC(=O)C1=C(O)/C(=C\c2ccc(CNC(=O)C(=O)Nc3ccccc3)o2)N=C1C	i	0.29
Cc1ccccc1OC(C)C(=O)NC1CCCC1 (stereo unspecified)	i	-1.21
CCNc1nc(N)nc(-c2cc(Cl)ccc2O)n1	i	0
O=C(Cc1ccccc1)NNC(=O)Cc1ccccc1	i	-0.95
Cn1c(SCC(=O)NC2CCCC2)nnc1-c1ccco1	i	-0.57
Cc1ccc(Nc2ccc3nonc3c2[N+](=O)[O-])cc1	i	-0.45
OCCN=Cc1c(O)[nH]c2ccccc12	i	-0.49
CN(C)/N=C/C=C1\CCC/C(=C\c2ccc(F)c(F)c2)C1=O	-7.09*	-1.22
COc1cccc(CN2CCN(Cc3ccc(O)cc3)CC2CCO)c1 (stereo unspecified)	i	1.77
CCN(CC)CCCN(C(C)=O)c1nc(-c2cc(OC)ccc2OC)cs1	i	-0.61
Cc1c(N=C/C=C2/N(C)c3ccccc3C2(C)C)c(=O)n(-c2ccccc2)n1C	i	1.04
CCOc1ccccc1OCCCNCc1ccccc1	i	-3.69
CCc1ccccc1NC(=O)CSc1nc2ccccc2nc1N1CCOCC1	i	-2.46

Later entries:
SMILES	KCNQ2 block	Kir21 inh
Fc1ccc(CN2CCN(c3ncnc4scc(-c5ccc(F)cc5)c34)CC2)cc1	i	0.03
O=C(CC1C(=O)NCCN1C(=O)Nc1ccc(F)cc1)Nc1cc(Cl)ccc1Cl (stereo unspecified)	i	-0.85
C=CCc1cc(Cl)ccc1OCCNCCN1CCOCC1	i	-3.1
CCc1ccc(OCC(=O)O/N=C(\N)Cc2ccc([N+](=O)[O-])cc2)cc1	i	0.47

Full records, looked up by structure.
`Fc1ccc(CN2CCN(c3ncnc4scc(-c5ccc(F)cc5)c34)CC2)cc1` is entered as KCNQ2 block = i; Kir21 inh = 0.03
`C=CCc1cc(Cl)ccc1OCCNCCN1CCOCC1` is entered as KCNQ2 block = i; Kir21 inh = -3.1
